# Screens: PubChem BioAssay, National Center for Advancing Translational Sciences (NCATS)
# HCMV inh: human cytomegalovirus inhibition. activity change, negative = inhibition, % at 57.5 µM. hit rate 4.5% among 410,000. HFF cells, HCMV-luciferase reporter, 72 h; active compounds read low. AID 1259415; in the data active = activity change below about -60%; inconclusive = no clear call, values can overlap the other calls; inactive = above about -39%
#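 Screen run at 2 compound doses on HFFs infected with reporter HCMV, MOI 1 PFU/cell. Luciferase activity from cell lysates at 72 h post infection gave inhibition relative to buffer-only and Salinomycin wells.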
# * hit, by the source's call; ? = inconclusive. % is set by controls: 0 for no effect and ±100 for the full control effect.
# Preview (6 entries):
Molecule,HCMV inh
Cc1ccc(OC(C)C(=O)N2CCc3ccccc32)c([N+](=O)[O-])n1 (stereo not drawn),-9.6
CC(=O)c1c(C)[nH]c(C(=O)Nc2ccc(N3CCCCCC3)cc2)c1C,-36.5
CSC[C@H]1CN(Cc2cccnc2)C(=O)[C@@H]1CC(=O)Nc1ccc(Br)cc1,4.7
O=C1C(=Cc2ccccc2Cl)CCc2ccccc21,24.5
CN1CCN(c2ccc(Nc3cc4c(cn3)cc(-c3cccc(F)c3)n4C)cc2)CC1,-21.2
OC(c1ccc(F)c(F)c1)c1nc(-c2ccccc2)cs1 (stereo not drawn),2.3

# Results, from the first entry:
Molecule,HCMV inh
Cc1ccc(OC(C)C(=O)N2CCc3ccccc32)c([N+](=O)[O-])n1 (stereo not drawn),-9.6
CC(=O)c1c(C)[nH]c(C(=O)Nc2ccc(N3CCCCCC3)cc2)c1C,-36.5
CSC[C@H]1CN(Cc2cccnc2)C(=O)[C@@H]1CC(=O)Nc1ccc(Br)cc1,4.7
O=C1C(=Cc2ccccc2Cl)CCc2ccccc21,24.5
CN1CCN(c2ccc(Nc3cc4c(cn3)cc(-c3cccc(F)c3)n4C)cc2)CC1,-21.2
OC(c1ccc(F)c(F)c1)c1nc(-c2ccccc2)cs1 (stereo not drawn),2.3
CCOC(=O)N1CCN(C(=O)C[C@@H]2C[C@@]3(C(=O)OC)CC(C)(C)CC=C3N(Cc3ccccc3)C2=O)CC1,-6.4
Cc1nc(C(F)(F)F)ccc1C(=O)N1CCC1(C)C(=O)NS(=O)(=O)c1ccc(Cl)cc1 (stereo not drawn),24.2
NC(Cc1ccc(C(F)(F)F)cc1)c1csc(Nc2ccc(C(=O)NCc3ccco3)cn2)n1 (stereo not drawn),?
O=C(Cn1ncc2ccccc2c1=O)Nc1cccc(C(F)(F)F)c1,-14.0
OCCN1CCN(c2ncnc3c2ncn3[C@H]2CN(Cc3ccc(Cl)cc3)C[C@@H](CO)O2)CC1,?
OC(CNC1CCCCC1)CON=C1CCSc2c(Cl)cccc21 (stereo not drawn),9.5
O=C(NCc1ccncc1)[C@@H]1CCCN1C(=O)[C@H]1CCCN1C(=O)c1cccs1,-6.2
CN1CCN(c2cccc3c2S(=O)(=O)N[C@H](Cc2ccccc2)CO3)CC1,-16.5
Cc1ccc(-n2c(=S)[nH]c3ccccc3c2=O)cc1F,-39.0
CS(=O)(=O)N1CC(=O)N2[C@@H](CO)[C@H](c3ccc(Br)cc3)[C@@H]2C1,8.5
CC1=C(C(=O)N2CCCCCC2)CC(CC(=O)NCCc2ccccn2)C(=O)N1CCCN1CCCC1=O (stereo not drawn),-84.1*
Cc1ccccc1CC(=O)Nc1ccc2c(c1)c(=O)n(C)n2-c1cccs1,-0.4
C=CCn1c(C(C)n2c(-c3cnccn3)nc3ccccc32)nc2ccccc21 (stereo not drawn),-32.1
CCc1nc2ccc(C(=O)NCc3ccccc3OC)cn2c1N(CC)Cc1cccc(Br)c1,22.1
CCOC1=C2CN(S(=O)(=O)c3ccc(C)cc3)[C@H](c3ccccc3)C[C@@H]2N(S(=O)(=O)c2ccc(C)cc2)[C@H](c2cccc(C)c2)C1,-19.5
COc1cc(OC)cc(-c2cc3c(Nc4cccc(S(C)(=O)=O)c4)nccc3n2C)c1,-13.9
O=C(/C=C/c1ccc(F)cc1)Nc1cc(S(=O)(=O)N2CCOCC2)ccc1N1CCOCC1,-8.3
c1cc2c(cc1N1CCOCC1)CNCc1cnnn1-2,-18.7
OC(COc1ccc(-c2ccccc2)cc1)CN1CCCCC1 (stereo not drawn),-13.7
Cc1cccc(CN(C)C[C@H]2OCc3cnnn3CCCC(=O)N([C@@H](C)CO)C[C@@H]2C)c1,0.4
Nc1ncnc2c1ncn2[C@@H]1O[C@H](C(=O)NCCCN2CCCC2=O)[C@@H](O)[C@H]1O,22.6
COc1ccccc1C(O)c1ncc(-c2ccc(Cl)cc2)[nH]1 (stereo not drawn),1.0
CC1(C(=O)NCc2ccc(Cl)cc2)CCN1C(=O)Cc1cccc2ccccc12 (stereo not drawn),-3.7
Cc1cccc(NC(=O)C(=O)NCC2CCCN2S(=O)(=O)c2cccs2)c1 (stereo not drawn),-11.3
O=S(=O)(c1ccc(Cl)cc1)N1Cc2cc(Br)ccc2-n2nncc2C1,?
N#Cc1nnn2c1nc(N)c1c(Cl)cccc12,-18.8
Cc1ccc2nc(-c3cccc(Br)c3)c(Cc3cccc(F)c3)n2c1,-3.4
C[C@@H]1CN([C@@H](C)CO)S(=O)(=O)c2ccc(C#CC(C)(C)O)cc2O[C@H]1CN(C)C(=O)C1CCCCC1,-3.6
COc1cccc(-c2cnc(C(O)c3ccc(Cl)c(F)c3)[nH]2)c1 (stereo not drawn),-31.9
CCCCNC(=O)C(NC(=O)c1cccnc1)C(=O)c1ccccc1 (stereo not drawn),12.4
CC(=O)Nc1cccc(Oc2nc(NCCN(C)C)nc3ccsc23)c1,-22.2
Cn1c(=O)c2cc(NC(=O)CCc3ccccc3)ccc2n1-c1ccccc1F,-37.6
CCCc1cnc(Nc2nc(C(N)Cc3ccc(OC)cc3)cs2)nc1 (stereo not drawn),?
Cc1ccc(NC(=O)N2CCOCC2)cc1NC(=O)N1CCOCC1,-24.3
Cc1ccc(NCN2C(=O)c3ccccc3C2=O)cc1Cl,17.4
O=c1cc(CN2CCN(c3ccc(Cl)c(Cl)c3)CC2)c2ccccc2o1,-18.0
CC(C)CNc1nc(Br)cnc1N,38.9
CC1(C(=O)NS(=O)(=O)C2CC2)CCN(C(=O)c2ccc(F)c(Cl)c2)C1 (stereo not drawn),18.1
CC1Sc2ccccc2N(Cc2ccccc2)C1=O (stereo not drawn),-32.0
COc1ccc(NC(=O)N(C)C[C@@H]2OCc3ccccc3-c3c(n(C)c4ccccc34)C(=O)N([C@H](C)CO)C[C@H]2C)c(OC)c1,40.6
CN(C)c1ccc(NC(=O)Nc2ccc3c(c2)c(=O)n(C)n3Cc2ccccc2)cc1,-30.0
CCCS(=O)(=O)NC(=O)C1(C)CCCN(C(=O)CSc2ccccc2)C1 (stereo not drawn),11.5
CN(C)c1ccccc1,-15.4
O=C(c1[nH]c(C(F)(F)F)nc1-c1ccccc1)N1CCc2ccccc2C1,-4.6
COc1ccc(N2CSC(=S)N(c3ccc(OC)cc3)C2)cc1,-19.1
Cc1ccc(Cl)cc1NC(=O)OCCN(C)C(=O)Nc1cc(Cl)ccc1C,-31.6
O=C(N[C@H](C(=O)N1CCC[C@H]1C(=O)NCCc1ccccc1Cl)c1ccccc1)c1ccco1,-22.2
COc1ccc(CNC(=O)C[C@@H]2CC[C@@H](NS(=O)(=O)c3cccc(OC)c3)[C@@H](CO)O2)cc1,9.7
C[C@@H]1CN([C@@H](C)CO)C(=O)CCCn2nncc2CO[C@@H]1CN(C)S(=O)(=O)c1ccc(Oc2ccccc2)cc1,-19.2
O=C(Nc1ncccc1O)c1ccc(S(=O)(=O)NCc2ccco2)cc1,?

# The list goes on:
Molecule,HCMV inh
NC(COCc1ccccc1)c1csc(Nc2cc(Oc3ccccc3)ncn2)n1 (stereo not drawn),-29.9
COc1ccc2c(c1)CC/C=C(/C)CC(CO)O2 (stereo not drawn),-0.4
COc1cc(C=C(C#N)C(=O)c2ccccc2)cc(OC)c1OC,14.3
Cc1ccc2ccccc2c1C(O)c1ncc(-c2ccc(Cl)cc2)[nH]1 (stereo not drawn),-35.7
CCc1noc(C)c1C(=O)N1CCCC(Nc2cccc(F)c2)C1 (stereo not drawn),-8.4
NC(CO)c1csc(NC(=O)Nc2ccccc2Cc2ccccc2)n1 (stereo not drawn),-2.7
CCOc1ccccc1N1C(=O)CC(Sc2ccccc2N)C1=O (stereo not drawn),13.2
COc1ccc(C2=Nc3ccccc3NC(=O)C2N(C(=O)c2cc3ccccc3[nH]2)c2ccccc2)cc1 (stereo not drawn),51.1
CCOC(=O)[C@]12CCC=C1N(Cc1ccc(Cl)cc1Cl)C(=O)[C@H](CC(=O)NCCCOC)C2,-6.7
O=C(NCCOc1ccccc1)c1ccccc1F,122.2
NC(c1ccc(F)c(F)c1)c1nc(-c2ccc3ccccc3c2)cs1 (stereo not drawn),-82.2*
CC(C)(C)OC(=O)/C=C/[C@H]1Cc2ccccc2N1,19.4
CCOC(=O)C1(C)CCN1C(=O)c1ccc2c(c1)CCO2 (stereo not drawn),0.9
Cc1ncc(CO)n1Cc1ccc(Cl)cc1,-4.5
O=C(c1ccccc1)N1CCN(c2cc(Cl)nc3cc(-c4cccc(Cl)c4)nn23)CC1,-10.0
COc1ccc2c(c1)[C@@H](NCc1ccccn1)[C@H](C)[C@@H](c1ccccc1)N2C(=O)NC(C)C,18.9
N#Cc1ccccc1OCC(=O)N1CC(=O)Nc2ccccc21,-8.7
C=CCNc1nc(-c2sc(NC(=O)C(C)(C)C)nc2C)c(-n2cc(-c3ccccc3)nn2)s1,-38.4
COc1ccc(C(O)c2nc(-c3ccc(F)cc3OC)cs2)cc1 (stereo not drawn),-1.2
COc1ccccc1-c1csc(C(O)c2cccc(Cl)c2)n1 (stereo not drawn),-8.7
Cc1cnc(C(=O)N(c2ccc(N3CCOCC3)cc2)C2C(=O)Nc3ccccc3N=C2c2ccc(F)cc2)cn1 (stereo not drawn),3.2
COC(=O)C1C2OC(C(Br)C2Br)C1C(=O)OC (stereo not drawn),18.1
Cn1c(-c2ccsc2)cc2c(Nc3ccc(Oc4ccccc4)cc3)nccc21,-89.3*
O=C(NC1CCCCC1)C(CCc1ccccc1)n1c(=O)c(-c2ccccc2)nc2ccccc21 (stereo not drawn),-33.4
CSCCC(c1nc2ccccc2[nH]1)n1c(-c2ccc(C)cc2)nc2ccccc21 (stereo not drawn),131.7
CCOC(=O)C1=C[C@@H](c2ccccc2)N(S(=O)(=O)c2ccc(C)cc2)[C@H]1c1ccc(F)cc1,?
COc1ccccc1CNc1nc2cc(-c3ccc(OC)c(OC)c3)sc2c(=O)n1C,3.2
COc1ccc(C(=O)N2CCCC(C)(C(=O)NS(=O)(=O)C3CC3)C2)c(OC)c1 (stereo not drawn),5.0
COc1ccc2c(c1)[C@@H](NC(=O)OCc1ccccc1)[C@H](C)[C@@H](C(C)C)N2,-18.8
Cc1ccc(S(=O)(=O)NC(=O)C2(C)CCN2C(=O)Cc2ccc(C(C)(C)C)cc2)nc1 (stereo not drawn),-3.3
Cc1cc2nc(C(C)(C)C)c(Cc3ccsc3)n2c(C)c1Br,12.7
Cc1cc(C)cc(C(O)c2ncc(-c3ccccc3C(F)(F)F)[nH]2)c1 (stereo not drawn),-39.9
COC(=O)[C@]12CCCCC=C1N(Cc1ccc(Cl)cc1Cl)C(=O)[C@H](CC(=O)NCc1ccccc1)C2,5.7
CCN(CC)C(=O)C1=C(C)N(CCCOC)C(=O)C(CC(=O)NCCc2ccccn2)C1 (stereo not drawn),-2.2
CCOC(=O)C1(C)CCN1C(=O)c1ccc(-c2ccccc2)cc1 (stereo not drawn),39.7
CSc1ncnc2c1ncn2CCCNCC1CCCO1 (stereo not drawn),-1.2
CCSc1ccc(-c2cc(NC=O)c3ncc(-c4cccc(C(=O)N(C)C)c4)n3c2)cc1,0.2
COc1ccc([C@H]2C[C@@H](O)[C@H](n3cc(COC(=O)c4ccccc4)nn3)CN2C(=O)C2CCCCC2)cc1,-3.0
OC(c1ccc(F)c(F)c1)c1nc(-c2cc(F)cc(F)c2)cs1 (stereo not drawn),-36.1
Cc1ccc(Cc2c(-c3ccc(Cl)cc3)nc3c(C)cc(Br)cn23)cc1,13.2
O=C(NCc1ccc(F)cc1)c1ccc(S(=O)(=O)N2CCCC2)cc1,-8.4
CCOC(=O)[C@]12CCCC=C1N(Cc1ccco1)C(=O)[C@H](CC(=O)NCC1CCCCC1)C2,-9.7
COc1cccc(Nc2nccc3[nH]c(-c4cccc(C(C)C)c4)nc23)c1,-13.9
Cc1cc(C)n2c(Nc3ccc4c(c3)OCCO4)c(CCc3ccccc3)nc2n1,-5.1
Clc1ccc(NN(Cc2ccncc2)c2ccc(Cl)cc2)cc1,-4.5
O=S1(=O)N[C@@H](Cc2ccccc2)COc2cc(N3CCCCC3)ccc21,-20.8
COc1cccc(C2CC(=O)Nc3cc(C)c(C)cc32)c1 (stereo not drawn),-23.8
CCC(CC)C(=O)N(C)c1c(C)nc2c(OCc3ccc(C(F)(F)F)cc3)cccn12,8.2
COCCN1C(=O)CN(S(C)(=O)=O)CC1(C)C(=O)NC(C)C (stereo not drawn),23.6
Cc1ccc(S(=O)(=O)N2C3CCCCC3O[C@H]2CC(=O)Oc2ccccc2)cc1 (stereo partly drawn),-10.3
COc1cccc(CNC(=O)[C@H]2[C@H](CO)[C@H]3Cn4c(cccc4=O)[C@@H]2N3C(=O)C2CC2)c1,-19.7
CCOc1ccc(-c2noc(-c3csc([C@@H]4C[C@H](O)[C@@H](CO)O4)n3)n2)cc1,-18.5
CCOc1ccc(Cc2c(O)nc(SC)[nH]c2=O)cc1,-23.9
COC(=O)[C@]12CCCCC=C1N(Cc1ccco1)C(=O)[C@H](CC(=O)N1CCCCC1)C2,18.9
CC(CC(=O)c1ccccc1)=NCC(O)CN=C(C)CC(=O)c1ccccc1 (stereo not drawn),-0.8
CCOC(=O)N1CCN(C(=O)c2[nH]c(C(F)(F)F)nc2-c2ccccc2)CC1,-3.7
COc1ccc([C@H]2N[C@]3(CCCN(Cc4ccc(C(F)(F)F)cc4)C3=O)[C@H]3C(=O)N(C)C(=O)[C@@H]23)cc1,16.8
CCOC(=O)C1(C)CCN1C(=O)CSc1ccccc1 (stereo not drawn),-15.8

# An excerpt (hit frequency here may not be typical).
